Compound activity deposited in PubChem by several laboratories.
MOR-DOR inv ag: mu-delta opioid heterodimer inverse agonism. cell-based MOR-DOR heterodimer luminescence. inhibition, % at 9.3 µM. 340,000 compounds, 0.21% hits; in the data active = inhibition above about 22%, passing the limit was not always enough;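 also: 0% = cells with DMSO and 100% = wells without cells with DMSO; values of inactives mirror those of a sister screen read the other way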
V-ATPase pHluor: alters yeast V-ATPase proton transport | S. cerevisiae, pHLuorin cytosolic pH fluorescence | response, % at 10 µM | 350,000 compounds, 0.37% hits | AID 504577; in the data active = response mostly above about 7.3%, no sharp cut-off; inactive = mostly below about 5.4%; also: actives read high; inactives centre near 0; some compounds called inactive have numbers as strong as hits; reference of the scale not given here
LANA DNA inh: KSHV C-LANA DNA binding inhibition; MBP-C-LANA/FAM-LBS DNA binding, fluorescence polarization; inhibition, % at 9 µM; 340,000 compounds, 0.078% hits; AID 504423;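 active = highest replicate inhibition at or above 60% at 9 µM, even if other replicates fall short; inactive = all replicates below 60% inhibition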;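 also: 0% = neutral control wells and 100% = 4 µM acridine orange control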
Arr AP2 block: inhibitors of human beta-arrestin and AP2 interaction; FITC-arrestin peptide / GST-AP2 beads, flow cytometry; AP2 beta2 appendage carries R879A mutation; inhibition, % at 10 µM; 340,000 compounds, 0.31% hits;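 active = inhibition above a set limit, near 3 SD of compounds lacking own fluorescence, cut at about 54% in these data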;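 also: plate controls were DMSO wells for no effect and 5 µM unlabelled arrestin peptide for full effect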
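Measured by: flow cytometry, FL1 (488/535 nm); Material: AP2 appendage R879A on GSH beads; Evaluation: percent response; Timing: pre-incubation 12 min, peptide binding 1 h, room temperature; Also added: 50 nM FITC-arrestin peptide; Medium: PBS with 0.05% Tween 20 and 0.1% BSA.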
Wnt act: activates Wnt/beta-catenin signaling in a reporter cell assay. activation, % at 9.35 µM. activator, plate reader. AID 743398. 300,000 compounds, 1.2% hits; in the data active = activation above about 30%, passing the limit was not always enough;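 also: 0% = neutral control wells and 100% = positive control wells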
Cardiac RTF inh: cardiac RTF calcium desensitization; AID 493244; P19429+P45379; IANBD-labeled cardiac RTF, Ca2+ fluorescence; inhibition, % at 7.15 µM; 340,000 compounds, 0.12% hits;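 active = inhibition above the mean inhibition of all tested compounds plus 3 SD, cut at about 17% in these data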;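 also: assay run at fixed EC70 calcium of 1.6 mM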
cardiac RTF act: increases calcium sensitivity of human cardiac regulated thin filaments. P19429+P45379. IANBD-labeled TnC RTF fluorescence at EC20 calcium; 0% EC20 calcium, 100% full calcium. activation, % at 7.2 µM. 340,000 compounds, 0.24% hits. AID 493008;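 active = activation above the mean over all tested compounds plus 3 SD, cut at about 30% in these data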;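 also: rise in fluorescence read as greater calcium sensitivity of cardiac thin filaments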
Keap1 Nrf2 FP: disrupts human Keap1 binding to Nrf2 peptide | Q14145 | Keap1 Kelch-Nrf2 peptide fluorescence polarization, 1536-well | inhibition, % at 9.4 µM | 340,000 compounds, 0.15% hits | AID 504523; in the data active = inhibition above about 12%;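 also: human Keap1 Kelch domain with fluorescein labeled Nrf2 9mer peptide probe; 0% = neutral control wells and 100% = peptide positive control; higher means more block of Keap1 binding to Nrf2 peptide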
Target sequence (Q14145 whole entry, looked up, the tested form may be a part): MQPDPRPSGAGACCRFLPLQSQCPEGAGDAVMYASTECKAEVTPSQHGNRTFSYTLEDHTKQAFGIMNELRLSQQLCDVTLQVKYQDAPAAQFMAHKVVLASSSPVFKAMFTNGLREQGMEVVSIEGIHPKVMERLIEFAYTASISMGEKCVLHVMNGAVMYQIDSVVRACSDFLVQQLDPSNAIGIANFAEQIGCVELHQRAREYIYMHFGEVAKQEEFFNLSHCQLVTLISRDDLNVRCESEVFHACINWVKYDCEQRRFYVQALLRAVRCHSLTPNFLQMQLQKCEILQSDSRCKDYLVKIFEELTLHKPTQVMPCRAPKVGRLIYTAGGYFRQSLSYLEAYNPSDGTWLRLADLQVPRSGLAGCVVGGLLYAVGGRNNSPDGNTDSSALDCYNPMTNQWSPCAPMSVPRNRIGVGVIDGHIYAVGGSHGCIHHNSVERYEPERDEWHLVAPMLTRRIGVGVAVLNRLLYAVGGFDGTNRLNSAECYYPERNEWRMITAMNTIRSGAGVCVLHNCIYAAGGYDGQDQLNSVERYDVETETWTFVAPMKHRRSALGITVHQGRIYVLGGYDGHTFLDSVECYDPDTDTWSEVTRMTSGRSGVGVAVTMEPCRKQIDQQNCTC
OPRM1-OPRD1 ag: agonists of human mu-delta opioid receptor heterodimerization; cells, OPRM1-OPRD1 heterodimerization, luminescence; activation, % at 9.3 µM; 340,000 compounds, 0.3% hits; AID 504326; in the data active = activation above about 18%;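 also: 0% = vehicle-treated cells and 100% = reference agonist; values of inactives mirror those of a sister screen read the other way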
Pemphigus Ab inh: human desmoglein-3 autoantibody binding inhibition | DSG3-coupled beads, scFv-anti-DSG3-GFP binding, flow cytometry; stronger effect = lower value | 310,000 compounds, 0.48% hits | AID 588358 | P32926 | binding (percent of control), % at 10 µM;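 active = binding more than 3 SD below its plate's average and above zero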;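 also: hits lower antibody fragment binding to DSG3; some compounds called inactive have numbers as strong as hits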
* hit, by the source's call; . = no result given.

Structure,MOR-DOR inv ag,V-ATPase pHluor,LANA DNA inh,Arr AP2 block,Wnt act,Cardiac RTF inh,cardiac RTF act,Keap1 Nrf2 FP,OPRM1-OPRD1 ag,Pemphigus Ab inh
CCC(CO)NC(=O)c1ccc(-c2nn(C)c(=O)c3ccccc23)cc1 (centres undefined),14,1,-2.4,-14,-2,-8,-4,1,-2.8,.
CCCN(CC(=O)Nc1ccccc1C)C(=O)c1nn(CC)c(=O)c2ccccc12,4,-2,1.5,38,-1,-6,5,0,-1.1,90
COc1ccc(NC(=S)c2ccccc2)cc1,9,-2,0.0,0,16,-6,2,1,-1.7,100
COc1cccc(C2=CC(c3ccc(OC)c(OC)c3OC)n3nnnc3N2)c1 (centres undefined),-5,8,-1.0,14,0,-3,-5,1,1.0,104
O=C(NCc1cccs1)c1cnn2cccnc12,14,-1,-0.1,1,-3,-6,1,-1,-2.5,105
CCN(CC)C(=O)[C@H]1C[C@H](CC(=O)NCCCn2ccnc2)C(=O)N2CCc3c([nH]c4cc(CCC(=O)N(C)C)ccc34)[C@]12C,15,1,0.7,11,1,1,-2,-3,-2.9,114
Oc1ccc(Cl)cc1CNCC1CCCO1 (centres undefined),14,-2,-0.1,9,0,3,-2,-3,-3.0,102
CCOC(=O)N1CCN(C(=O)C(C)(C)Oc2ccc(Cl)cc2)CC1,8,-1,1.1,0,-6,-2,5,-3,-1.6,110
COc1cc(SC)ccc1C(=O)OCC(=O)NC(=O)NC(C)C,5,0,0.7,-3,0,-1,-4,6,-0.9,121
COc1ccc(NS(=O)(=O)c2cc(NC(=O)c3ccco3)ccc2N2CCCC2)cc1,-7,0,0.1,-6,.,-5,2,-6,1.1,96
CC1(C)CC(=O)c2c(-c3cccnc3)n[nH]c2C1,10,-3,-1.0,8,0,-12,3,-2,-2.0,121
COc1ccc(-c2n[nH]c(=S)n2Cc2ccccc2)cc1,-6,2,0.8,56*,-1,3,-3,0,1.3,92
Cc1ccc(N2C(=O)CC(Sc3ccccc3C(=O)O)C2=O)cc1C (centres undefined),-6,-1,-2.6,-11,-1,-5,-2,0,1.1,98
CCOP(=O)(OCC)c1ccc2c(c1)C(=O)c1ccccc1CC2,14,-1,-0.5,-1,2,-25,-2,1,-2.5,103
COCCNC(=O)C(c1ccc(C)o1)N(C(=O)c1snc(C(N)=O)c1N)c1ccc(C)cc1 (centres undefined),14,1,-1.2,-12,-4,-1,5,0,-2.3,106
CCC(=O)Nc1cccc(C(=O)OCc2cccc([N+](=O)[O-])c2)c1,17,-6,-2.5,12,.,9,-9,-1,-3.4,100
CC1(C)CC(=NNC(=O)c2n[nH]c3c2CCC3)CC(C)(C)N1,5,1,-1.0,0,0,-3,-6,-1,-1.0,98
CCOc1ccc(NS(=O)(=O)c2ccc(C(=O)N3CCN(c4ncccn4)CC3)cc2)cc1,-17,-1,1.6,1,-2,-7,0,-2,3.3,101
CC(C)c1ccccc1NC(=O)CC1(CC(=O)O)CCCC1,8,2,-1.3,6,2,-14,2,-6,-1.6,105
COc1cccc(NC(=O)CSc2c3c(nc4ccccc24)CCCC3)c1,-1,-1,-0.5,8,.,-13,5,-30,0.2,85
CCNC(=O)NC(=O)COC(=O)CCCSc1nc2ccccc2[nH]1,4,0,-0.8,-1,.,0,-4,0,-0.9,.
O=C(NC(=S)Nc1ccc(CN2CCOCC2)cc1)c1ccco1,17,-1,0.0,33,19,2,2,-1,-3.4,104
Cc1cc(C)cc(C(=O)O/N=C(\N)c2ccc(Br)cc2)c1,-50,-4,1.5,0,.,-2,-2,3,9.9,99
CCCCN1C=C(C(=O)OC)C(c2ccccc2C(F)(F)F)C(C(=O)OC)=C1,-5,0,1.8,3,-9,1,4,4,0.8,-28*
CCCC(=O)Oc1cccc(C2NC(=O)c3ccccc3O2)c1 (centres undefined),17,1,1.8,-6,-1,0,-3,-6,-3.5,97
Cc1cccc(C)c1OCC(=O)OCC(=O)Nc1ccc(Cl)cn1,-19,-1,0.5,30,3,-6,3,5,4.7,102
COCCN(C(=O)c1ccc(COc2ccccc2)o1)c1c(N)n(CC(C)C)c(=O)[nH]c1=O,1,1,-0.5,-17,-1,-1,0,-6,-0.4,104
O=c1[nH]c2ccccc2c2nc(-c3cccc(S(=O)(=O)N4CCCC4)c3)nn12,-1,4,-1.4,-2,0,-4,2,-6,0.1,92
CCN1C(=O)[C@H]2[C@@H](c3ccc(SC4CCCCC4)c(OC)c3)N[C@@](Cc3ccccc3)(C(=O)OC)[C@H]2C1=O,5,2,-0.1,5,-1,0,-4,-6,-0.8,99
COc1cc(NC(=S)NC(=O)c2c(OC)cccc2OC)ccc1NC(=O)c1cccs1,3,0,0.3,4,.,-11,-1,0,-0.6,104
O=C(NCC1CCCO1)c1ccccc1NS(=O)(=O)c1cccs1 (centres undefined),13,-2,-0.7,3,-2,-17,-2,-1,-2.5,101
CCOC(=O)CN=C1CC(C)(C)CC2=C1Sc1ncnc(N(C)C)c1N2,5,-1,11,15,-2,-14,7,0,-0.9,104
CN(C)C(=O)CCc1ccc2c3c([nH]c2c1)[C@]1(CCc2ccccc2)[C@@H](C(=O)N2CCCCC2)C[C@H](CC(=O)NCc2cccc(C(F)(F)F)c2)C(=O)N1CC3,19,2,0.5,-6,-4,-1,-1,-5,-3.8,98
COc1cc(NC(=S)NC2CC(C)(C)NC(C)(C)C2)c(OC)cc1Cl,11,-3,-0.8,23,0,-9,0,0,-1.8,85
COCCCN1CC(=O)N2C(c3ccccc3)c3[nH]c4ccccc4c3C[C@H]2C1=O (some centres undefined),13,1,2.4,22,-1,-8,-6,-1,-2.7,.
COc1ccc(-c2csc(C)n2)cc1,6,0,-0.8,-11,17,-22,4,1,-1.0,105
O=C(Nc1cc(=O)[nH]c2ncnn12)c1ccccc1,16,-1,0.8,-5,.,-5,-7,-4,-2.8,103
CC1=NNC(=O)C1CC(=O)N/N=C/C=C/c1ccccc1 (centres undefined),7,-2,-0.6,-8,-2,-7,2,-1,-1.3,101
c1cc(N2CCCC2)ccc1C(c1nnnn1C1CCCCC1)N1CCOCC1 (centres undefined),-10,2,0.7,6,3,-14,3,-4,1.6,107
O=C(c1ccc(Cn2c(=S)[nH]c3ccc(N4CCOCC4)cc3c2=O)cc1)N1CCC(N2CCCCC2)CC1,9,-1,-2.0,13,-2,4,0,-1,-2.0,109
CN(C(=O)CC1C(=O)NCCN1Cc1ccc(F)cc1)C1CCOCC1 (centres undefined),10,2,0.5,34,-7,-4,-3,-6,-2.0,98
CCCNC(=O)c1n[nH]c2c1CC(C(C)(C)CC)CC2 (centres undefined),-19,0,1.5,0,1,-8,0,3,3.2,102
CC(=O)Nc1ccc(S(=O)(=O)N2CCN=C2SCc2cccnc2)cc1,13,1,0.4,10,2,-6,-2,-3,-2.6,99
CC(CCc1ccccc1)NC(=O)C(Cc1ccccc1)NS(=O)(=O)c1cccs1 (centres undefined),6,0,-0.5,3,-7,-11,-1,-3,-1.0,98
COC(=O)C1C(c2ccccc2)C(C(=O)N2CCOCC2)C1c1ccccc1 (centres undefined),5,7,0.0,7,.,-3,5,0,-0.9,103
Cc1cccc(CC(=O)Nc2ccon2)c1,12,4,-1.8,14,-2,-1,-3,1,-2.5,105
O=c1cc(/C=C/c2ccccc2)oc2c1ccc1ccccc12,-13,2,-0.4,.,6,-13,0,-3,2.1,98
Cc1cc(OCC(=O)NCCCn2ccnc2)c2c(C)c(C)c(=O)oc2c1,18,2,-0.3,0,-2,-3,3,-2,-3.6,.
O=C(Nc1cccn(Cc2c(Cl)cccc2Cl)c1=O)c1ccc(Cl)cc1Cl,-1,-1,-1.1,8,.,-4,-4,-2,0.2,.
Cc1c(/C=N\NC(=O)C2(C)CC2(Cl)Cl)cnn1C (centres undefined),15,0,1.6,-10,.,-2,2,-3,-2.9,82
O=C(N/N=C/C=C\c1ccccc1[N+](=O)[O-])c1cccs1,1,-4,-0.6,18,15,-9,-3,2,-0.1,82
COc1ccc(S(=O)(=O)N2CCOCC2)cc1NC(=O)COc1cccnc1[N+](=O)[O-],7,4,-0.9,44,-3,-2,0,-5,-1.3,99
COC(=O)c1c(C)nc(C)c(C(=O)OC)c1-c1cccs1,15,1,-1.1,-1,-2,6,1,-2,-3.1,118
c1ccc(-c2nc3nonc3c3nc4ccccc4n23)cc1,-36,1,0.0,-1,0,-10,1,-1,6.0,94
COc1ccc(C)cc1NS(=O)(=O)c1ccc2c(c1)n(C)c(=O)n2C,-6,4,-0.8,4,-1,1,4,5,1.3,100
COc1ccc(CNC(=O)Cn2ccc([N+](=O)[O-])n2)cc1OC,2,-2,-0.2,36,1,1,-3,6,-0.4,102
CCOC(=O)Nc1cc2c(C)cc(=O)oc2cc1C,15,-1,0.1,3,.,5,4,1,-3.1,109
C[n+]1ccccc1Nc1cc([N+](=O)[O-])ccc1N,1,0,-2.7,7,-1,-9,0,1,-0.2,102
C/C(=N/NS(=O)(=O)c1ccc(C)cc1)[C@H]1C[C@@H]1c1ccccc1,12,-1,0.5,38,-4,-1,-1,-4,-2.3,103
O=C(O)CN1C(=O)C2(OCCO2)c2cc(Br)ccc21,13,-1,-1.6,1,-2,1,-7,0,-2.6,98

A run of entries of the results above:
Structure,MOR-DOR inv ag,V-ATPase pHluor,LANA DNA inh,Arr AP2 block,Wnt act,Cardiac RTF inh,cardiac RTF act,Keap1 Nrf2 FP,OPRM1-OPRD1 ag,Pemphigus Ab inh
C/C(=N/NS(=O)(=O)c1ccc(C)cc1)[C@H]1C[C@@H]1c1ccccc1,12,-1,0.5,38,-4,-1,-1,-4,-2.3,103
O=C(O)CN1C(=O)C2(OCCO2)c2cc(Br)ccc21,13,-1,-1.6,1,-2,1,-7,0,-2.6,98

Continuation.
Structure,MOR-DOR inv ag,V-ATPase pHluor,LANA DNA inh,Arr AP2 block,Wnt act,Cardiac RTF inh,cardiac RTF act,Keap1 Nrf2 FP,OPRM1-OPRD1 ag,Pemphigus Ab inh
Cc1ccc(Cc2cncc(O)c2)cc1S(=O)(=O)O,5,4,4.8,4,3,-7,1,-3,-0.9,95
N#C/C(=C(\O)c1ccco1)c1ccccn1,3,1,-1.3,1,.,-4,-4,4,-0.7,.
CSCCC(NC(=O)c1ccccc1)C(=O)N1CCCCCCC1 (centres undefined),9,0,-2.1,-14,-1,-11,2,-3,-2.2,.
O=C(NC1CCN(C(=S)NCc2ccco2)CC1)c1cccc(F)c1,15,0,-0.5,-1,0,-3,2,-1,-2.8,105
COc1ccc(NC(=O)Cn2cnc3ccccc3c2=O)cc1OC,15,-1,-0.4,19,-1,1,-4,-1,-3.0,98
COc1ccc(C(=O)NCCNc2nc3ccc(C)cc3cc2C#N)cc1,0,1,1.2,-2,0,-7,4,-6,-0.1,103
Cc1ccc(O)c(-c2cc(-c3ccccc3C)[nH]n2)c1,-83,-5,1.0,20,19,-1,-1,-4,14,104
